Assay outcomes deposited in PubChem BioAssay by Broad Institute.
ARNT TACC3 PPI: ARNT/TACC3 interaction disruption. Q9Y6A5. inhibition, % at 9.99 µM. AlphaScreen His-ARNT PAS-B/GST-TACC3 binding, luminescence; TACC3 fragment carries E629A point mutation. AID 623870. 390,000 tested, 0.66% active;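 active = mean inhibition of replicates at least 50% and at least half of replicates each reaching 50%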;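 note: 0% = complete ARNT plus TACC3 wells and 100% = ARNT alone without TACC3; many hits fall short of the cut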
esBAF inh: SWI/SNF esBAF complex inhibition; 350,000 tested, 2% active; reporter increase, % at 12.5 µM; mouse ES cells, Bmi1-luciferase knock-in reporter, 24 h; 100% = twice the neutral-well signal; in the data active = activation above about 40%;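 note: 0% = median of the plate's neutral control wells and 100% = double that signal; a rise in the Bmi1 reporter signal indicates esBAF inhibition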
Cneo AK release: Cryptococcus neoformans lysis via adenylate kinase release | lysis activity, % at 15 µM | 360,000 tested, 0.2% active | AID 651654 | C. neoformans lysis, adenylate kinase release luminescence, 4 h; normalised: neutral wells 0, clomiphene wells 100;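 active = mean lysis activity across replicates of at least 80%, whatever share of replicates individually reach that level; inactive = mean lysis activity below 80%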
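Material – log-phase Cryptococcus neoformans yeast cells · Input – 5 × 10^6 yeast cells/mL · Medium – fresh YPD growth medium · Doses – single compound concentration per well · Timing – static 4 h at 37 °C with compound, 1 h detection · Detection – adenylate kinase release luminescence · Read-out – signal increase indicating cell lysis · Control set – Clomiphene as positive lysis control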
C2C12 statin: suppression of simvastatin myotoxicity. C2C12 myotubes + simvastatin, ATP luminescence, 48 h; scaled: DMSO 0, geranylgeraniol control 100. rescue of ATP level, % at 7.49 µM. 330,000 tested, 0.78% active. AID 602340;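 active = mean ATP rescue above about 67%, or every replicate alone reaching that limit, limit read from the data, passing the limit was not always enough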;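 note: myotubes were challenged with 10 µM simvastatin during compound exposure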
miR122 inh: miR-122 inhibition in Huh7 cells | Huh7 miR-122 Renilla luciferase sensor, 48 h; neutral wells = 0, positive control = 100 | 340,000 tested, 0.3% active | activation (reporter increase), % at 12.5 µM;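 active = mean replicate activation score at least 90 and every replicate individually at or above 90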;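 note: higher luciferase means less miR-122 activity so hits act as miR-122 inhibitors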
SIRT5 inh: sirtuin-5 (human) deacylase inhibition | Q9NXA8 | Purified SirT5, succinyl-peptide AMC, trypsin-coupled fluorescence | inhibition, % at 15 µM | 330,000 tested, 1.1% active | AID 652115; in the data active = inhibition above about 15%
Target sequence (Q9NXA8 whole entry, looked up): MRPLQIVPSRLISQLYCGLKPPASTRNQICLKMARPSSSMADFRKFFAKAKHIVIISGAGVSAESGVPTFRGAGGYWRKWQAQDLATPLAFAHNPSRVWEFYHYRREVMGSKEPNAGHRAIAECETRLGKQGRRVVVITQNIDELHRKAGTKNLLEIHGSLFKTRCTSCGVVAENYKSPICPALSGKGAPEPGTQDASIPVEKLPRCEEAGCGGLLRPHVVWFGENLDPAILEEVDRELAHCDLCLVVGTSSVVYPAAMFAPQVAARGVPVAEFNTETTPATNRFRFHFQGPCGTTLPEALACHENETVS
ERp5 inh: ERp5 (human) disulfide isomerase inhibition; Q15084; ERp5 insulin aggregation, absorbance 650 nm, 90 min; inhibition, % at 9.99 µM; 350,000 tested, 0.05% active; AID 651711;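 active = mean replicate inhibition above about 25%, with every replicate also reaching it, limit read from the data, passing the limit was not always enough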
Target sequence (Q15084 whole entry, looked up): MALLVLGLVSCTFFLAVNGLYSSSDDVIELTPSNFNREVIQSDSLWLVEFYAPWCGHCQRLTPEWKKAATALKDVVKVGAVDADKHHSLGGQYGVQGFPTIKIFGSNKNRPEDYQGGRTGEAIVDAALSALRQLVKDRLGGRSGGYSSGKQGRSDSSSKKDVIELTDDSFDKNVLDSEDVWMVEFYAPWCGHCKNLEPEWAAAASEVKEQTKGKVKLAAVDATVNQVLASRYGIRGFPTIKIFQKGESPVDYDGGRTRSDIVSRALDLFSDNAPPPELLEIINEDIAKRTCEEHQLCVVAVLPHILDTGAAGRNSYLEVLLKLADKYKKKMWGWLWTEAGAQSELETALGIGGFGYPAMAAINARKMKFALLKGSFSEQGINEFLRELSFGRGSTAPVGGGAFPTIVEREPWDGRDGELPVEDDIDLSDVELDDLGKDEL
* hit, by the source's call; . = not tested or not shown; [ ] = dose if it differs, or a comment.

SMILES	ARNT TACC3 PPI	esBAF inh	Cneo AK release	C2C12 statin	miR122 inh	SIRT5 inh	ERp5 inh
N#CC(C#N)C(c1ccsc1)c1c(-c2ccccc2)[nH][nH]c1=O (configuration not stated)	-1	-3	0	12	2	.	.
CSc1ncccc1C(=O)N1CCCC(CCC(=O)NCc2ccccc2F)C1 (configuration not stated)	-6	.	.	.	.	0	0
CC(OC(=O)c1cccs1)C(=O)NCCc1ccccc1 (configuration not stated)	6	5	4	-5	-5	-4	4
COc1ccc(NC(=O)C2CCC(=O)N2S(=O)(=O)c2ccc(C)cc2)c(OC)c1 (configuration not stated)	9	.	-19	.	-4	.	.
Cc1noc(C)c1NC(=O)N(C)C[C@H]1Oc2ccc(NC(=O)Nc3ccc(F)cc3)cc2C(=O)N([C@H](C)CO)C[C@H]1C	-6	-6	3	.	-4[16.7 µM]	1	0
COc1ccc(C(=O)NC(C(=O)NCC2(N3CCCCC3)CCCCC2)C(C)C)cc1 (configuration not stated)	.	-2	-1	-4	.	-2	1
C(=C\c1ccccc1)/CN1CCN(C(c2cc3ccccc3o2)c2nnnn2Cc2ccccc2)CC1 (configuration not stated)	.	-8	-6	-8	28	-4	9
COC(C[C@@H]1O[C@H]1C(=O)COCc1ccccc1)OC	-5	.	-1	.	1	.	5
C[C@@H]1CN([C@@H](C)CO)C(=O)c2cccc(NS(=O)(=O)c3ccccc3)c2O[C@@H]1CN(C)CC1CC1	-7	0	4	-12	-1[16.7 µM]	-1	2
O=C(C[C@H]1C=C[C@H](NC(=O)CC2CC2)[C@@H](CO)O1)NCC(F)(F)F	0	-3	4	-17	.	2	0
Cc1ccc2cccc(OCC(=O)N(C)CC(=O)Nc3ccc(F)cc3)c2n1	-23	-3	-1	-6	9	-1	-3
Cc1ccc2nsnc2c1S(=O)(=O)N1CCN(Cc2ccc3c(c2)OCO3)CC1	19	1	-4	2	3	.	.
CC1=NN(c2ccccc2)C(=O)/C1=C/c1ccc(-c2ccc(C)c(C(=O)O)c2)o1	5	.	.	.	.	-1	3
O=C(CSCC(=O)NN=Cc1ccccc1)NN=Cc1ccccc1	.	-8	-1	5	-1	.	2
CCC(=O)N1C[C@@H](C)[C@@H](OC)CN(C)C(=O)c2ccc(NC(=O)C3CC3)cc2OC[C@H]1C	-6	2	9	-26	.	-8	-1
CSc1ccc(C2NC(=O)CCC2[N+](=O)[O-])cc1 (configuration not stated)	-4	-2	0	7	.	1	1
COc1ccc(CN(C)C(=O)c2oc3ccccc3c2CSC)cc1F	-9	-1	-1	5	.	-3	0
Cc1cccc(N2CC(C(=O)Nc3nnc(SCc4cccnc4)s3)CC2=O)c1 (configuration not stated)	-6	-7	1	6	-5	2	2
O=C(c1ccco1)c1cn(CC(=O)N2CCCC2)c2ccccc12	-3	.	.	.	.	-1	-6
CO[C@H]1CN(C)C(=O)c2cc(NC(C)=O)ccc2OC[C@@H](C)N(Cc2cccc(F)c2)C[C@H]1C	-9	0	-1	9	.	0	2
O=C(CSc1nnnn1Cc1ccccc1)c1ccccc1F	-3	.	.	.	.	-1	0
C[C@H](CO)N1C[C@H](C)[C@H](CN(C)S(C)(=O)=O)OCCCC[C@H](C)Oc2ccc(NC(=O)Nc3ccc(F)cc3)cc2C1=O	6	-4	49	.	14[16.7 µM]	.	.
Cc1ccc(S(=O)(=O)Nc2ccc3c(c2)C(=O)N([C@@H](C)CO)C[C@@H](C)[C@@H](CN(C)S(=O)(=O)c2ccc(F)cc2)OCCCC[C@@H](C)O3)cc1	5	1	0	.	-8[16.7 µM]	14	5
CC(=O)N1CCN(C(=O)c2cc(=O)c3ccccc3o2)CC1	-4	8	-1	6	3	0	0
O=C(CN(c1cccc(Cl)c1)S(=O)(=O)c1ccccc1)NN=C1CCCC1	-14	.	19	.	.	0	3
CC(=O)N1N=C(c2ccc(Cl)cc2)CC1c1ccco1 (configuration not stated)	-2	.	.	.	.	0	-3
CC(C)C(NS(=O)(=O)c1cccs1)C(=O)N1CCC(C(N)=O)CC1 (configuration not stated)	.	2	.	-1	.	-4	7
CSCc1c(C(=O)Nc2ccc(N3CCOCC3)cc2)oc2ccccc12	-1	0	-1	-2	-3	.	.
CCCCn1c(N)c(N(CCOC)C(=O)CN(C)S(=O)(=O)c2ccc(Cl)cc2)c(=O)[nH]c1=O	-9	.	0	.	7	-1	-2
CN1CCN(c2ccc(NC(=O)CSc3nnnn3-c3ccccc3F)cc2)CC1	3	2	2	-13	0	-1	0
O=C(CCN1CCCCC1)NCC[C@@H]1CC[C@@H](NC(=O)Cc2cccnc2)[C@H](CO)O1	-16	-5	-2	7	-7[16.7 µM]	-1	2
COc1cccc(-c2cn(CC[C@@H]3CC[C@H](NC(=O)CC4CC4)[C@@H](CO)O3)nn2)c1	-15	-3	1	8	.	30*	6
CS(=O)(=O)Nc1ccccc1NS(C)(=O)=O	.	.	-2	.	-3	-2	1
Cc1sc2ncnc(SCC(=O)N(C(C)C)C(C)C)c2c1C	-5	.	.	.	.	-1	6
C[C@H]1CN([C@@H](C)CO)C(=O)c2cc(C#Cc3ccccn3)cnc2O[C@H]1CN(C)Cc1ccncc1	1	-4	94*	16	0[16.7 µM]	3	4
Cc1cc(OCc2cccc(S(=O)(=O)N3CCOCC3)c2)ccc1Cl	20	9	-1	5	13	-1	-2
CCCCn1c(-c2c(Cl)c(C)nn2C)n[nH]c1=S	-3	.	.	.	.	-3	0
O=C(c1ccco1)N1N=C(c2ccccc2O)CC1c1cccs1 (configuration not stated)	.	-6	0	70*	-2	.	3
COc1ccc(C(=O)Nc2ccc3c(c2)C(=O)N(C)C[C@H](OC)[C@H](C)CN(C)[C@H](C)CO3)cc1	-3	-2	1	-12	.	-6	-2
Cc1cccc(Oc2c([N+](=O)[O-])c(=O)n(C)c3ccccc23)c1	22	-4	-1	45	22	-4	7
Clc1ccccc1C1=CC(c2ccco2)n2nnnc2N1 (configuration not stated)	-5	.	.	.	.	-3	-59
COc1cccc(NC(=O)N[C@@H]2CC[C@@H](CC(=O)N3CCCCC3)O[C@@H]2CO)c1	-4	0	-1	3	.	1	8
COc1nc(Nc2ccc3c(c2)OCO3)nc(OC)n1	4	11	0	63	-6	0	1
COc1cccc(CN(CC2CCCO2)S(=O)(=O)c2ccc(S(=O)(=O)N(C)C)cc2)c1 (configuration not stated)	7	-11	-2	-28	-16	.	.
CC(C)c1nc2sc3c(=O)[nH]cnc3c2c2c1CCCC2	-3	.	.	.	.	-4	-6
CSc1nc2ncc(C(=O)O)c(N)n2n1	-4	-12	-1	1	6	-3	4
Cc1ccc(NC(=O)CCN2C(=O)NC(C)(C)C2=O)cc1F	2	-9	-1	-7	.	7	-2
O=C(NCc1cccc(F)c1)C1CCN(C(=O)c2sccc2-n2cccc2)CC1	.	0	0	0	-5	.	0

Reformatted in CSV form: part of the list above.
Structure,ARNT TACC3 PPI,esBAF inh,Cneo AK release,C2C12 statin,miR122 inh,SIRT5 inh,ERp5 inh
O=C(CCN1CCCCC1)NCC[C@@H]1CC[C@@H](NC(=O)Cc2cccnc2)[C@H](CO)O1,-16,-5,-2,7,-7[16.7 µM],-1,2
COc1cccc(-c2cn(CC[C@@H]3CC[C@H](NC(=O)CC4CC4)[C@@H](CO)O3)nn2)c1,-15,-3,1,8,.,30*,6
CS(=O)(=O)Nc1ccccc1NS(C)(=O)=O,.,.,-2,.,-3,-2,1
Cc1sc2ncnc(SCC(=O)N(C(C)C)C(C)C)c2c1C,-5,.,.,.,.,-1,6
C[C@H]1CN([C@@H](C)CO)C(=O)c2cc(C#Cc3ccccn3)cnc2O[C@H]1CN(C)Cc1ccncc1,1,-4,94*,16,0[16.7 µM],3,4
Cc1cc(OCc2cccc(S(=O)(=O)N3CCOCC3)c2)ccc1Cl,20,9,-1,5,13,-1,-2
CCCCn1c(-c2c(Cl)c(C)nn2C)n[nH]c1=S,-3,.,.,.,.,-3,0
O=C(c1ccco1)N1N=C(c2ccccc2O)CC1c1cccs1 (configuration not stated),.,-6,0,70*,-2,.,3
COc1ccc(C(=O)Nc2ccc3c(c2)C(=O)N(C)C[C@H](OC)[C@H](C)CN(C)[C@H](C)CO3)cc1,-3,-2,1,-12,.,-6,-2
Cc1cccc(Oc2c([N+](=O)[O-])c(=O)n(C)c3ccccc23)c1,22,-4,-1,45,22,-4,7
Clc1ccccc1C1=CC(c2ccco2)n2nnnc2N1 (configuration not stated),-5,.,.,.,.,-3,-59
COc1cccc(NC(=O)N[C@@H]2CC[C@@H](CC(=O)N3CCCCC3)O[C@@H]2CO)c1,-4,0,-1,3,.,1,8
COc1nc(Nc2ccc3c(c2)OCO3)nc(OC)n1,4,11,0,63,-6,0,1
COc1cccc(CN(CC2CCCO2)S(=O)(=O)c2ccc(S(=O)(=O)N(C)C)cc2)c1 (configuration not stated),7,-11,-2,-28,-16,.,.
CC(C)c1nc2sc3c(=O)[nH]cnc3c2c2c1CCCC2,-3,.,.,.,.,-4,-6
CSc1nc2ncc(C(=O)O)c(N)n2n1,-4,-12,-1,1,6,-3,4
Cc1ccc(NC(=O)CCN2C(=O)NC(C)(C)C2=O)cc1F,2,-9,-1,-7,.,7,-2
O=C(NCc1cccc(F)c1)C1CCN(C(=O)c2sccc2-n2cccc2)CC1,.,0,0,0,-5,.,0

(further entries)
SMILES	ARNT TACC3 PPI	esBAF inh	Cneo AK release	C2C12 statin	miR122 inh	SIRT5 inh	ERp5 inh
CCNC(=O)[C@@H]1[C@@H](CO)[C@@H]2Cn3c(cccc3=O)[C@@H]2N1CC1CCCCC1	.	-2	-2	-9	.	.	.
CC(C)(CC(=O)O)CC(=O)NCc1c(Cl)cccc1Sc1ccc(Cl)cc1	.	.	-1	.	5	5	-1
CCC(C)N(C(=O)Cn1cnc2c1c(=O)n(C)c(=O)n2C)C1CCS(=O)(=O)C1 (configuration not stated)	-6	6	-2	0	.	0	-1
CC(C)c1cccc(C(C)C)c1NC(=O)c1ccccc1	-8	0	-3	7	-3	-8	2
O=C(Nc1ccc(Br)cn1)c1ccc2ccccc2c1	-5	56*	-2	2	1	1	4
COc1cc(C(=O)NCCC(c2ccccc2)c2ccccc2)cc(OC)c1OC	-2	-14	-3	11	7	-5	2
Cc1ccc(C(=O)NC(=S)NNC(=O)c2ccccc2)cc1	4	-2	4	-7	-4	3	-2
NC(=S)C1COc2ccccc2O1 (configuration not stated)	-11	.	0	.	-3	-1	1
CCOC(=O)/C(C#N)=C/c1c(N2CCN(Cc3ccc4c(c3)OCO4)CC2)nc2c(C)cccn2c1=O	0	.	-4	.	-5	11	5
Cc1ccc(S(=O)(=O)/N=C(\N)c2ccc(F)cc2)cc1	-50	13	-1	18	-6	-5	5
Cc1cc(=O)oc2cc(OCC(=O)N3CCOCC3)ccc12	1	-7	0	15	0	.	.
O=C(OCc1nnc(-c2ccc(Br)cc2)o1)c1ccco1	-2	.	-1	.	-4	-5	-10
O[C@H]1CN(Cc2cccs2)[C@@H](c2ccccc2)C[C@@H]1n1cc(-c2ccc(F)cc2)nn1	.	1	3	4	3	-5	-1
CC1(C(=O)Nc2ccc(F)cc2F)CCN1C(=O)Cc1ccccc1 (configuration not stated)	.	-11	-2	0	0	.	0
Cn1nccc1-c1coc2c(C(=O)NCc3ccccc3)cccc12	.	38	-5	6	3	-2	-2
C[C@@H]1CN([C@H](C)CO)C(=O)c2c(c3ccccc3n2C)-c2ccccc2CO[C@@H]1CN(C)Cc1cccnc1	14	-1	-3	35	.	-2	2
CC(NCC(=O)Nc1cc(Cl)cc(Cl)c1)c1ccccc1 (configuration not stated)	-8	-4	-2	9	0	-6	4
CN(CC(=O)NCc1ccc(F)cc1)Cc1cccc(Cl)c1	-7	-2	1	4	5	-4	2
CC(=O)c1cc(-c2nc3ccccc3n2C)n(C)c1	.	-6	3	-18	3	.	.
